Screens from PubChem.
ERG-DNA inh = qHTS for Small Molecule Inhibitors of the ERG Ets/DNA interaction. Transcriptional regulator ERG (Homo sapiens), P11308. fluorescence polarization, His-ERG Ets domain / labelled DNA. Potency, µM (highest dose often 76.9 µM), without a hit: top-dose FP activity, negative = inhibition, usual class: inhibitors. 0.028% of 370,000 active; active = well fitted inhibition curve with a large enough effect in the polarisation, with a control signal flat; inconclusive = small, poorly fitted or top-dose-only effect, or effect the other way, or a change in a side signal; inactive = no such curve, though single readings can be large or run the other way; the % refers to the polarisation;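 note: polarization taken with two DNA probes labelled with fluorescein and Texas red; potency is the fitted concentration of half-maximal effect; % of control where 0% means no effect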
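His-tagged ERG Ets domain (1 uM in the protein solution; 300mM KCl, 50mM Tris-HCl, 1mM EDTA, 1mM DTT, pH 7.5) received compound, then a probe mix of 5 nM fluorescein-DNA and 100nM Texas-615-DNA. Fluorescence polarization was read for both dyes.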
ALOX12 inh = Primary qHTS assay for inhibitors of human arachidonate 12S-lipoxygenase (ALOX12): Round 2; AID 1671190, 2021; 1.1% of 580,000 active; Potency, µM (doses to about 108 µM), without a hit: at the highest dose activity change, negative = inhibition, usual class: inhibitors; purified 12hLO, xylenol orange hydroperoxide absorbance; Polyunsaturated fatty acid lipoxygenase ALOX12 (Homo sapiens), P18054; note: potency is the fitted concentration of half-maximal effect; % is set by controls: 0 for no effect and ±100 for the full control effect
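Purified human 12hLO (150 nM final) in 25 mM Hepes, 0.01% Triton X-100, pH 7.0 was preincubated 15 min at room temperature with compound. Then 40 uM arachidonic acid was added, 30 min. Hydroperoxide was read by Fe-XO absorbance ratio 573/405 nm.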
Pol eta inh = qHTS for Inhibitors of Polymerase Eta. Potency, µM (highest dose often 114 µM), inactives show at the highest dose activity change, negative = inhibition, hits mostly inhibitors. recombinant Pol eta, fluorescent DNA replication assay. AID 588591, 2011. 1.2% of 390,000 active; note: potency is the fitted concentration of half-maximal effect; % is set by controls: 0 for no effect and ±100 for the full control effect
Target sequence (Q9Y253 whole entry, looked up): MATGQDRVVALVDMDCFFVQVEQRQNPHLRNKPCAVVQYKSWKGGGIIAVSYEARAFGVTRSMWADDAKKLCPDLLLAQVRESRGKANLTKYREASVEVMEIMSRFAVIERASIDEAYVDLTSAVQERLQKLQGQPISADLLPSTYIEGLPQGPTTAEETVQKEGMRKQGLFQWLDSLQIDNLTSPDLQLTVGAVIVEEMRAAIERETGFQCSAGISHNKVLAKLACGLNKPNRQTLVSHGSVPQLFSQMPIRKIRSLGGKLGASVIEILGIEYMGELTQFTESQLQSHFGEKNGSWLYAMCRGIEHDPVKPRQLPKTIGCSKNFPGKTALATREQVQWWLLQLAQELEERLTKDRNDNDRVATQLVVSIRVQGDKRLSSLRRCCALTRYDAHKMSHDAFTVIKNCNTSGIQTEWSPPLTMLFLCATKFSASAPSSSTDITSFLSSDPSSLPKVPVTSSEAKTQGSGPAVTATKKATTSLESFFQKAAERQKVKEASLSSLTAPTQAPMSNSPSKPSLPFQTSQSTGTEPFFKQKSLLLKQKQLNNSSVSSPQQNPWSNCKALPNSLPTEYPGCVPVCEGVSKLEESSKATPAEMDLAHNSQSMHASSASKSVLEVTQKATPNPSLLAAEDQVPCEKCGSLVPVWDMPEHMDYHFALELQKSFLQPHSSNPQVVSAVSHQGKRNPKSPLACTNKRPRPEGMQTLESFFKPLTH
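Fluorescent replication assay: 50 nM final substrate added after a 15 min room-temperature compound preincubation with 10 nM enzyme. Signal taken at 0 min and again at 10 min.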
RGS4 inhibitor = Inhibitors of Regulator of G Protein Signaling (RGS) 4: qHTS | Regulator of G-protein signaling 4 (Homo sapiens), P49798 | 0.039% of 390,000 active | Transcreener GDP fluorescence polarization, RGS4-accelerated GTP hydrolysis | Potency, µM (series often up to 114 µM), without a hit: at the top dose activity change, negative = inhibition, hits mostly inhibitors; note: potency is the fitted concentration of half-maximal effect; % is set by controls: 0 for no effect and ±100 for the full control effect; nearly all actives have a fitted effect of over 75% in size; some results filed as inactive show a strong effect at the top dose
Target sequence (P49798 whole entry, looked up): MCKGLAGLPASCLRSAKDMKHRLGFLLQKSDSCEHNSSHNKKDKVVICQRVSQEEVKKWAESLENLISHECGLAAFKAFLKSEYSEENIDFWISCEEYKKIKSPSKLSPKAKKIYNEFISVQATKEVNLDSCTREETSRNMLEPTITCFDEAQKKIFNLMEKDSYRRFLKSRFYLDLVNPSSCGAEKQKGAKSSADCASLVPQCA
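MLSMR compounds (23 nl, pin-transferred) preincubated 10 min at room temperature with a 500nM (2x) first reagent, then RGS4 at 900nM (2x) plus Transcreener GDP mix added; fluorescence polarization (620/688 nm) read before and after 90 min at 30 °C.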
LDHA block = qHTS assay for inhibitors of human lactate dehydrogenase; L-lactate dehydrogenase A chain (Homo sapiens), P00338; purified LDHA, NADH/diaphorase-resazurin fluorescence; hits give low values; activity change, % (values are at about 110 or 230 µM); 0.15% of 480,000 active; in the data active = activity change below about -30%; inconclusive = mostly about -25% to -30%;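 note: plate controls were DMSO wells for no effect and wells without enzyme for full effect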
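Remaining NADH was detected by diaphorase (0.133 mg/mL) converting 37 µM resazurin to fluorescent resorufin, read at 0 and 20 minutes. The preceding 5-minute room-temperature reaction used 2 nM LDHA, 0.2 mM sodium pyruvate and 0.06 mM NADH at pH 7.4.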
Pol beta inh = qHTS Assay for Inhibitors of DNA Polymerase Beta; Pol beta primer extension/strand displacement, fluorescence kinetic; 1.3% of 340,000 active; P06746; Potency, µM (doses to about 114 µM), for inactives: top-dose activity change, negative = inhibition, usual class: inhibitors; note: potency is the fitted concentration of half-maximal effect; % is set by controls: 0 for no effect and ±100 for the full control effect
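Human Pol beta at 10 nM; strand-displacement substrate 50 nM final. Compound exposure 15 min at room temperature before start, reaction 10 min at room temperature.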
APE1 inh = qHTS Assay for Inhibitors of the Human Apurinic/apyrimidinic Endonuclease 1 (APE1). Potency, µM (titrated, usually from 65.8 µM), inactives show at the top dose activity change, negative = inhibition, usual class: inhibitors. 0.35% of 350,000 active. AID 2517, 2012. recombinant APE1, TAMRA/BHQ-2 abasic DNA cleavage fluorescence. DNA repair nuclease/redox regulator APEX1 (Homo sapiens), P27695;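 note: potency is the fitted concentration of half-maximal effect; plate controls were vehicle for no effect and reference inhibitor for full effect; nearly all actives have a fitted effect of over 55% in size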
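Substrate: short duplex with […] THF abasic site, 5'-TAMRA and 3'-BHQ-2, 50 nM final. APE1 at 0.75 nM, preincubated 15 min RT with compound. Fluorescence increase from first to third read measured activity.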
Pol kappa inh = qHTS for Inhibitors of Polymerase Kappa. Potency, µM (highest dose often 107 µM), for the others: top-dose activity, negative = inhibition, actives largely listed as inhibitors. DNA polymerase kappa (Homo sapiens), Q9UBT6. purified Pol kappa, fluorescent DNA synthesis assay, 10 min. 0.53% of 400,000 active. AID 588579, 2011; note: potency is the fitted concentration of half-maximal effect; % is set by controls: 0 for no effect and ±100 for the full control effect
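Here, compound and 10 nM enzyme are combined for 15 min at room temperature; adding 50 nM substrate (final) starts DNA synthesis, tracked by fluorescence at 0 and 10 min against buffer-only wells.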
Anesthetic bind = qHTS Assay for Identification of Novel General Anesthetics; apoferritin/1-aminoanthracene competitive binding, fluorescence; Potency, µM (highest dose often 77.5 µM), without a hit: at the highest dose activity change, negative = displacement, hits mostly inhibitors; 0.074% of 350,000 active; AID 485281, 2010; note: potency is the fitted concentration of half-maximal effect; % is set by controls: 0 for no effect and ±100 for the full control effect; nearly all actives have a fitted effect of over 20% in size
Target sequence (P02791 2-175 limits assumed): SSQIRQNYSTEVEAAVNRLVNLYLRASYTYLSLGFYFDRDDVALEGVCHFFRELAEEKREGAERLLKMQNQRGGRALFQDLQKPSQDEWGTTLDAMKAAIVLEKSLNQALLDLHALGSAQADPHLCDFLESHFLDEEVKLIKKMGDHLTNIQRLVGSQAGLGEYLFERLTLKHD
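Concentration-response curves derived by four-parameter Hill fitting of normalized fluorescence, where compounds displaced 1-AMA from 10 uM horse apoferritin following a brief 10 min room-temperature incubation; propofol titration acted as positive control.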
Starred values were filed as active, the others as inactive; ? = inconclusive; . = no result given; & = joins results of further samples; [ ] = dose if it differs, or a comment. Unless noted, calls come from the whole dose curve; as a rule, active = well fitted curve in the direction sought with a large enough effect; inconclusive = small, poorly fitted or top-dose-only effect, or another doubt; inactive = no such curve, though single readings can be large; an effect the other way counts as inactive or inconclusive. This is a subset; count on the stated rates, not on these rows.

SMILES	ERG-DNA inh	ALOX12 inh	Pol eta inh	RGS4 inhibitor	LDHA block	Pol beta inh	APE1 inh	Pol kappa inh	Anesthetic bind
COc1cc(/C=N/NC(=O)Cc2ccccc2)cc(OC)c1OC	-2.9%	0.0%	-6.7%	9.8%	-7.9	71.7%	-1.3%	-9.2%	6.1%
CCOc1ccc(CCNC(=O)C2CCN(S(=O)(=O)N3CCCCC3)CC2)cc1OCC	1.1%	0.3%	-3.1%	-0.1%	-8.5	-1.7%	4.3%	-5.7%	-1.6%
COc1ccc(/C=C2/SC(=O)N(CCCCCC(=O)Nc3ccccc3C(=O)O)C2=S)cc1	-5.8%	?	?	-12.9%	-0.3	24.4%	?	-0.9%	-9.3%
CCCOc1ccc(C(=O)Nc2c[nH]c(=O)[nH]c2=O)cc1	0.9%	-16.9%	-16.5%	-3.5%	-1.4	17.3%[57.1 µM]	-0.4%	-7.9%	-14.5%
CCN(CC(=O)Nc1ccc2c(c1)OCCO2)C(=O)C1CC(=O)N(c2ccc(OC)cc2OC)C1 (centres undefined)	-2.3%	23.0%	-4.7%	8.5%	-1.7	.	44.0%[activator]	-7.3%	.
Cc1ccc(C)n1-c1ccc(C(=O)NN=C2CCCC2)cc1	-4.1%	12.4%	-18.6%	-10.7%	-7.1	-0.8%	1.8%	-6.1%	-7.4%
COc1cc(NC(=O)Cc2ccccc2OC)cc(OC)c1	-1.1%	-2.5%	3.8%	-0.6%	-0.3	-1.7%	5.7%	-2.3%	-18.1%
O=C(CN1c2cccc3cccc(c23)S1(=O)=O)NCCc1ccc(F)cc1	-0.2%	176.0%[activator]	-2.7%	17.6%	0.9	.	18.3%	-9.1%	.
O=C(NCc1ccc2c(c1)OCO2)C1CCN(c2nccc(C(F)(F)F)n2)CC1	23.0%	28.6%	3.6%	-0.2%	-2.2	24.1%	2.7%	4.9%	-8.4%
Cc1ccc(Cn2cnc3c(cnn3C(C)(C)C)c2=O)cc1	28.0%	-3.0%	-23.1%	-7.5%	-3.1	0.3%	27.9%&-2.6%	1.4%&-2.2%	-10.7%
CC(=O)Oc1cccc2c1C(=O)c1c(OC(C)=O)cc(C(=O)O)cc1C2=O	12.5%	-16.0%	63.3%[activator]	-40.3%	4.8	14.5%	5.5%&-5.9%	23.8%	-19.2%
Cc1ccc(-c2nnc(NC(=O)CCS(=O)(=O)c3ccccc3)o2)c(C)c1	20.9%	20.8%	-16.2%	-45.2%	3.2	.	40.4%	-4.4%	.
Cc1ccc2nc(-c3ccc(NS(C)(=O)=O)cc3)cc(-c3ccccc3)c2c1	4.5%	?	-13.4%	41.3%	0.8	0.1%	?	-15.9%	-20.2%
Cc1ccc(-c2csc(N3CCN(c4cc5c(cc4Cl)nc(C)n5CCN4CCCCC4)CC3)n2)cc1	10.4%	?	-17.4%	-11.1%	0.6	-0.7%	41.9%	-9.2%	?
CCOc1cc(NC(=S)NCC(C)C)c(OCC)cc1NC(=O)c1cccs1	8.1%	?	-7.5%	-23.3%	0.7	-0.9%	-9.3%	3.4%	-6.5%
O=[N+]([O-])c1ccc(N2CCN(S(=O)(=O)c3ccccc3[N+](=O)[O-])CC2)cc1NCc1cccnc1	-16.3%	-8.6%	-11.1%	31.7%	-6.9	2.4%	13.1%	-13.3%	-17.1%
CCN(CC)S(=O)(=O)c1ccc(NC(=O)c2ccc(OCC3CCCO3)cc2)cc1 (centres undefined)	15.2%	-36.5%	-10.5%	-19.1%	-0.3	.	3.5%	7.7%	.
COCCSc1ccccc1C(=O)Nc1nccs1	.	14.1µM*	11.5%	-8.2%	-4.1	-1.3%	-2.8%	-7.0%	-10.6%
CSc1ncc(C(=O)Nc2ccc(C(C)=O)cc2)c(C)n1	-2.2%	-15.2%	0.6%	24.4%	-2.4	11.1%	35.3%	-6.5%[60.1 µM]	-0.7%
CCOC(=O)Cn1c(=O)n(-c2ccccc2OC)c2nc(-c3ccc(C(C)C)cc3)nc(C(N)=O)c21	-1.1%	-8.8%	-13.8%	-0.1%	-10.1	37.1%[activator]	.	-10.7%[60.1 µM]	6.4%
Cc1cnn(-c2cc(N/N=C/c3ccccc3F)ncn2)c1	2.3%	10.9%	-12.1%	-0.5%	-5.8	1.3%	-4.5%	-14.1%	-5.2%
CCOC(=O)C(NC(C)=O)(Nc1ccc(S(=O)(=O)Nc2onc(C)c2C)cc1)C(F)(F)F (centres undefined)	4.2%	-16.0%	-7.5%	0.9%	-4.5	-24.7%	2.5%	-2.9%	-8.8%
COc1ccc(NC(=O)Cn2c(=O)oc3cc(S(=O)(=O)NC(C)C)ccc32)cc1OC	-11.1%	0.8%	14.2%	-24.6%	1.7	5.2%	.	4.7%[60.1 µM]	-16.4%
O=C(O)c1ccc(NC(=O)C2(c3ccccc3)CCCC2)cc1	6.8%	16.0%	-13.7%	-18.4%	1.3	25.1%	8.6%	0.6%	10.2%
O=C(CN1CC(c2ccccc2)CC1=O)N/N=C/c1cc(Br)ccc1O (centres undefined)	-11.6%	?	-10.1%	-10.1%	0.8	18.6%	0.0%	-12.6%	-6.5%
The list goes on.
SMILES	ERG-DNA inh	ALOX12 inh	Pol eta inh	RGS4 inhibitor	LDHA block	Pol beta inh	APE1 inh	Pol kappa inh	Anesthetic bind
CCCC[C@@H]1C=C(C(=O)O)[C@H](c2ccc(CC)cc2)N1S(=O)(=O)c1ccc(C)cc1	-9.9%	-77.1%	-4.7%	2.0%	-4.0	.	17.7%	-15.5%	.
CCC(CC)C(=O)c1c[nH]c(C(=O)NCCCn2ccnc2)c1	-7.3%	-8.4%	-4.9%	9.7%	-0.5	6.1%	-2.9%	1.1%	-13.9%
CCN(CC)C(=O)[C@H]1C[C@H](CC(=O)NCc2ccco2)C(=O)N2CCc3c([nH]c4cc(CCC(=O)N(C)C)ccc34)[C@]12C	0.7%	-0.4%	2.3%	-10.0%	-4.6	.	-26.8%	-2.1%	.
COc1ccccc1NS(=O)(=O)c1ccc(C)c(C(=O)NCC2(N(C)C)CCCCC2)c1	-8.6%	0.0%	-2.5%	8.9%	0.4	.	-8.5%	-10.0%	.
Cc1cc(C(=O)Cn2nc(C(=O)O)c3ccccc3c2=O)c(C)n1CC(F)(F)F	7.8%	?	-4.6%	-6.8%	-6.0	2.9%	-1.4%	-6.6%	?
COc1ccc(C)cc1NC(=O)NC1CCN(Cc2ccccc2)CC1	-3.5%	-9.0%	-11.0%	-3.1%	0.1	34.9%	12.9%	7.2%	7.0%
Cc1ccsc1C1C=C(c2cccc(Br)c2)Nc2ncnn21 (centres undefined)	-5.3%	.	-15.1%	-47.6%	-0.1	21.2%	-1.4%	-1.4%	572.6%[activator]
N#C/C(=C\Nc1ccccc1SC(F)(F)F)c1nc(-c2ccc(F)cc2)cs1	-2.2%	-2.7%	-13.8%	-23.3%	-3.2	54.1%	-1.2%	-9.5%[60.1 µM]	9.9%
CN1CCc2cc3c(c4c2[C@H]1[C@H](O)c1ccccc1-4)OCO3	-8.4%	-19.1%	-23.7%	-14.8%	14.9	44.7µM*	?	?	6.7%
COc1ccc(-c2noc(CN(C(=O)C(C)(C)C)C(C)C)n2)cc1	-7.1%	45.5%[activator]	-10.4%	7.0%	-3.4	-2.0%	-1.3%	-4.3%	-13.1%
COc1ccc(-c2cc(C(=O)N3CCN(c4ccccc4OC)CC3)no2)cc1OC	2.5%	-10.3%	2.9%	29.8%	-6.6	6.9%	0.2%	3.8%	4.2%
CC1C(=O)C(C)C(c2ccc(Cl)cc2)NC1c1ccc(Cl)cc1 (centres undefined)	-8.2%	?	-12.9%	7.6%	-1.9	.	.	-4.9%	.
COCC(C)n1c(C)cc(C(=O)COC(=O)c2oc3ccccc3c2C)c1C (centres undefined)	-10.4%	0.0%	-3.0%	-4.7%	-4.0	0.2%	-5.7%	-2.3%	-2.6%
CC(C)[C@H](NC(=O)CCn1nnc2ccccc2c1=O)C(=O)O	-0.1%	0.0%	-4.5%	-33.0%	0.0	25.8%	-1.3%	-9.0%	-13.3%
CCOC(=O)Cc1sc(N)nc1C	-12.5%	0.3%	-10.8%	-9.6%	0.1	11.1%	-2.2%	-10.4%	-9.0%
N#Cc1ccc(C(=O)Nc2nnc(-c3cccs3)o2)cc1	9.8%	-1.6%	5.8%	?	0.8	-0.8%	-2.0%	8.1%	-2.8%
O=C(Cn1cccc1C(=O)c1ccccc1)NCc1ccc(Cl)cc1	-7.1%&4.4%	-14.0%&-3.7%	4.4%	-8.5%&-5.6%	-3.8&-10.2	2.0%&5.4%	1.5%	7.2%&0.8%	-18.2%&-12.7%
COC(=O)C1=C(C(=O)OC)[C@@H]2N(Cc3ccccc3)c3ccccc3[C@@]23C[C@@H](CO)N(C(=O)NC2CCCC2)C3=N1	8.5%	0.0%	-28.3%	1.9%	0.2	1.5%	8.3%	5.6%	8.5%
